CHO-K1 Ca PAM = nonselective calcium activators in parental CHO-K1 cells, primary screen, counter-screen for M1 PAM project, cell-based, Fluo-8 calcium fluorescence, full deck, 1536-well. ATP EC20; 0% at ATP EC20, 100% at ATP max. activation, % at 3 µM. 360,000 compounds, 0.02% hits. AID 602247, 2012;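 active = activation above the run cutoff, the mean activation of all test compounds plus 3 SD, cut at about 40% in these data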;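 note: peak over basal fluorescence ratio in a 140 s read after ATP addition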
M5 ag = human M5 muscarinic receptor agonists, primary screen, CHO-K1 cells, Fluo-8 calcium fluorescence. 360,000 compounds, 0.19% hits. CHO-K1 hM5 cells; 0% DMSO wells, 100% maximal acetylcholine response. Muscarinic acetylcholine receptor M5 (Homo sapiens), P08912. activation, % at 3 µM. AID 624037, 2012;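 active = activation above the run's mean over test compounds plus 3 SD, cut at about 23% in these data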;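 note: signal is peak over basal fluorescence ratio across the kinetic read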
CHRM4 PAM = human M4 muscarinic receptor positive allosteric modulators, primary screen, CHO-K1 cells, Fluo-8 calcium fluorescence | 360,000 compounds, 0.4% hits | Muscarinic acetylcholine receptor M4 (Homo sapiens), P08173 | activation, % at 3 µM | AID 624126, 2012 | CHO-K1 hM4/Gqi5, ACh EC20; 0% = ACh EC20, 100% = maximal ACh;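 active = activation above its plate's cutoff, the mean activation of sample wells plus 3 SD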; note: some results filed as inactive read as strong as hits
Target sequence (P08173 whole entry, looked up): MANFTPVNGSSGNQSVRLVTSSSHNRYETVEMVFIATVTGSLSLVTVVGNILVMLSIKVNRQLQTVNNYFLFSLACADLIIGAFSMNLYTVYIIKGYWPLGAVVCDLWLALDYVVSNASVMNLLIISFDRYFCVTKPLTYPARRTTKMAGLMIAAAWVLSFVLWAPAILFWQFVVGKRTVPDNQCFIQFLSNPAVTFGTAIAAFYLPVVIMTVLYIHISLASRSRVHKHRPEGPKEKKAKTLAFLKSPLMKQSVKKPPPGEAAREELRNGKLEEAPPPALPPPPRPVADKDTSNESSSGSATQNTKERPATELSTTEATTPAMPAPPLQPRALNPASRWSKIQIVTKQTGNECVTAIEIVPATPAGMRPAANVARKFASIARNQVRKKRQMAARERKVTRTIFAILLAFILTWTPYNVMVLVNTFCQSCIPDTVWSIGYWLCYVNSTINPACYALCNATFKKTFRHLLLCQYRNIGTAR
M5 PAM = human M5 muscarinic receptor positive allosteric modulators, primary screen, CHO-K1 cells, Fluo-8 calcium fluorescence. CHO-K1 hM5, ACh EC20 PAM; 0% = ACh EC20, 100% = ACh EC100. activation, % at 3 µM. 360,000 compounds, 0.3% hits. AID 624038, 2012;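 active = activation above the run cutoff, the mean activation of all test compounds plus 3 SD, cut at about 18% in these data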
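Assay system: CHO-K1 hM5 cells. Also added: acetylcholine at EC20 concentration, added after compound. Dosing: 3 µM, single dose. Times: compound preincubation 140 s before EC20 acetylcholine addition. Signal: Fluo-8 calcium fluorescence. Measure: % activation relative to EC20 and EC100 ACh responses. Repeats: singlicate, one well per test compound.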
CRFBP-R2 block = antagonists of CRF-BP/CRF-R2 complex, primary screen, cell-based, HEK293, calcium dye fluorescence, uHTS; CRF-induced calcium fluorescence; inhibition, % at 11.8 µM; 350,000 compounds, 0.59% hits; AID 588475, 2011;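 active = inhibition of the ligand-induced calcium signal above about 50% at the single tested concentration, limit read from the data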
TAAR1 ag = human TAAR1 agonists, primary screen, Fluo-8 calcium fluorescence, CHO RD-HGA16 cells; activation, % at 3 µM; 360,000 compounds, 0.99% hits; Trace amine-associated receptor 1 (Homo sapiens), Q96RJ0; vehicle wells 0%, saturating PEA agonist 100%;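 active = activation above the mean activation of all test compounds in the run plus 3 SD, cut at about 38% in these data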
Target sequence (Q96RJ0 whole entry, looked up): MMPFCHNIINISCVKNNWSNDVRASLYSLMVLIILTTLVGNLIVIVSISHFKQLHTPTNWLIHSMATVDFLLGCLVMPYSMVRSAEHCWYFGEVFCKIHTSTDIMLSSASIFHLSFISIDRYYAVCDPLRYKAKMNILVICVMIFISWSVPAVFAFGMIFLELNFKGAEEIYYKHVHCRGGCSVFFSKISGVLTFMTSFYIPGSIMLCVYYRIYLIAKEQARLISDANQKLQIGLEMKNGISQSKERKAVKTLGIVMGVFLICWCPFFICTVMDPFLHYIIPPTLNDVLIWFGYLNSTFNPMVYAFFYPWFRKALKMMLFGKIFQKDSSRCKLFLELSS
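test system = CHO RD-HGA16 cells carrying human TAAR1 plus Gα16 | schedule = 17-24 h seeding, 75 min 37 °C dye, 30 min RT | compound dosing = 3 µM single concentration | control set = DMSO and PEA EC100 | replicates = n 1 | signal = Fluo-8 fluorescence, 5 s baseline then 140 s kinetic read | measure = percent activation vs PEA EC100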
M5 antag = human M5 muscarinic receptor antagonists, primary screen, CHO cells, Fluo-8 calcium fluorescence. CHO-hM5 cells, ACh EC80. 360,000 compounds, 0.59% hits. AID 624040, 2012. inhibition, % at 3 µM. Muscarinic acetylcholine receptor M5 (Homo sapiens), P08912;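 active = inhibition above a per-plate cutoff, the mean of that plate's test compounds plus 3 SD, cut at about 27% in these data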;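 note: 0% = acetylcholine EC80 with DMSO and 100% = DMSO without agonist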
TAAR1 antag = human TAAR1 antagonists, primary screen, Fluo-8 calcium fluorescence, CHO RD-HGA16 cells. Trace amine-associated receptor 1 (Homo sapiens), Q96RJ0. antagonist. inhibition, % at 3 µM. 360,000 compounds, 1.5% hits;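 active = inhibition above a per-plate cutoff, the mean inhibition of test compounds on that plate plus 3 SD, cut at about 49% in these data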;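 note: 0% = DMSO plus EC80 beta-PEA response and 100% = DMSO alone without agonist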
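Assay system: CHO-derived RD-HGA16 cells stably expressing human TAAR1 plus Gα16. Timing: 140 s kinetic read after compound, 140 s after agonist. Technique: kinetic Fluo-8 calcium fluorescence measurement. Measure: % inhibition of agonist calcium response.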
CRFR2-BP ag = agonists of CRF-BP/CRF-R2 complex, primary screen, cell-based, HEK293, calcium dye fluorescence, uHTS; CRF-binding protein / CRF receptor 2 complex (human); calcium dye fluorescence (FLIPR); percent of saturating CRF peptide response; activation, % at 13.2 µM; 350,000 compounds, 0.46% hits;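 active = activation of at least 50%, plus an integration ratio under a set limit after plate pattern correction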;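 note: plate controls were neutral control wells without compound for no effect and CRF at EC100 for full effect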
The depositor's hits bear a star; · = not tested or not shown.

item	mol	CHO-K1 Ca PAM	M5 ag	CHRM4 PAM	M5 PAM	CRFBP-R2 block	TAAR1 ag	M5 antag	TAAR1 antag	CRFR2-BP ag
1	COc1cc(SC)ccc1C(=O)Nc1cccc(S(=O)(=O)NC2=NCCC2)c1	4	-2	1	-10	-3	0	3	5	-0.7
2	COc1cc(/C=N/NC(=O)CNc2n[nH]c(=O)[nH]c2=O)ccc1OCc1ccccc1	17	-3	-1	-2	-2	1	8	1	1.4
3	Cc1cccc2cc(/C=C3\N=C(c4ccccc4)OC3=O)c(N3CCOCC3)nc12	19	-7	-1	1	-8	2	-3	3	0.2
4	Cc1cccc(NS(=O)(=O)c2ccc(C3CCCCC3)cc2)c1	5	-4	-2	-28	-9	59*	6	55*	1.1
5	O=C(Nc1ccc(N2CCOCC2)nc1)c1ccccc1Cl	7	5	6	7	7	8	-6	-17	1.9
6	O=C(NNC(=O)c1ccccc1[N+](=O)[O-])c1ccc(NS(=O)(=O)c2cccs2)cc1	-5	-2	1	4	-4	4	-13	-11	0.1
7	O=C(CSc1cn(Cc2cccc(F)c2)c2ccccc12)NCc1ccc(F)cc1	6	3	-8	-8	-23	0	11	-13	0.2
8	Cc1cccc(NCc2nc(SCC(N)=O)n[nH]2)c1	23	1	8	3	-6	14	2	6	0.7
9	CCN(CC)CCNC(=O)Cn1ncc2ccccc2c1=O	7	8	18	20*	-2	6	-11	-27	0.3
10	O=C1c2ccccc2-c2cccc(C(=O)N3CCCCC3)c21	2	0	14	7	-1	8	2	-6	0.0
11	Oc1ccccc1OCC(O)c1ccccc1 (centres undefined)	23	-2	-7	-1	6	0	10	-17	0.4
12	CNC(=S)Nc1ccc(C)cc1	19	-2	2	4	2	7	-4	5	1.2
13	CCOc1cc(C(=O)Nc2nnc(S(=O)(=O)N3CCOCC3)s2)cc(OCC)c1OCC	7	-3	0	-3	-12	0	2	2	0.2
14	CCC1C(=O)NCCN1C(=O)c1ccc2nc(Cc3ccc(OC)cc3)oc2c1 (centres undefined)	4	-5	5	-4	-3	2	-1	13	-1.9
15	Cc1nn(Cc2ccc(C(=O)Nc3ccc(C(=O)OC(C)C)cc3)o2)c(C)c1Cl	-9	-2	-5	-6	9	2	6	29	0.0
16	O=C(O)c1ccc2ccc3ccccc3c2c1	11	-2	2	-2	40	3	13	-37	-3.0
17	O=C(O)c1ccc(S(=O)(=O)/N=C2\C=C(Nc3ccccc3F)C(=O)c3ccccc32)cc1	6	0	-6	-1	3	3	16	3	-0.3
18	CC(NC(=O)c1ccco1)C(=O)Nc1nccs1 (centres undefined)	-5	0	5	3	1	0	17	-5	2.7
19	Cc1cc([N+](=O)[O-])nn1CC(=O)NCc1ccc(Cl)cc1	8	-1	3	0	16	2	0	-10	-0.8
20	CC1(C(=O)NCc2ccc(F)c(F)c2)Cc2c(-c3cccc(C(N)=O)c3)ccnc2O1 (centres undefined)	6	0	-5	-3	·	0	7	-25	·
21	COc1ccc(-c2cc(C3CC3)nc(N)c2C#N)cc1	-9	-8	-2	12	7	15	-9	22	1.9
22	O=C(Nc1ccc2ccccc2c1)c1ccc(NS(=O)(=O)c2ccc(Br)s2)cc1	9	-6	-7	-10	2	-2	0	17	-1.3
23	COc1ccc(-c2nn(-c3ccccc3)cc2/C=C2/SC(=S)N(Cc3ccco3)C2=O)c(C)c1	-3	0	19	6	-5	7	7	-13	4.5
24	CCOC(=O)NC(c1ccc(C(C)C)cc1)C(Cl)(Cl)Cl (centres undefined)	15	0	6	5	-12	2	-4	19	1.8
25	COc1cc(OC)c(C2C(C(=O)N3CCOCC3)=C(C)NC3=C2C(=O)CC(C)(C)C3)cc1OC (centres undefined)	-5	0	-1	4	-10	17	-3	-1	-0.5
26	COc1ccc(Cl)cc1Nc1nc(N)nc(C(F)(F)F)n1	5	-2	-1	-13	9	1	-6	-1	-1.0
27	COc1ccc(CCNC(=O)c2cc3c(=O)n4cccc(C)c4nc3n(CC3CCCO3)c2=N)cc1 (centres undefined)	7	-4	-7	-5	4	1	7	-16	-1.5
28	Cc1ccc(NC(=O)c2noc3c2CCCCC3)cc1C	-10	1	6	1	-39	24	-5	-1	0.0
29	Cc1ccc(-c2nnc(SCC(=O)N3CCCC3)o2)cc1	-6	-1	11	10	3	2	2	-14	-2.5
30	COc1ccc(NC(=O)Cn2nnc(-c3ccccc3NS(=O)(=O)c3ccc(OC)cc3)n2)cc1	26	1	-4	-1	-3	0	1	4	-1.1
31	Cc1ccc(NC(=O)COC(=O)c2cccc3c(=O)c(C)c(-c4ccccc4)oc23)cc1	15	-1	2	-2	-15	12	-5	-15	1.4
32	Cc1cccc(-c2cc3nc(C)c(C)c(NCCCn4ccnc4)n3n2)c1	10	18	3	1	12	0	2	5	-2.4
33	CCN(Cc1ccccc1)C(=O)COC(=O)c1c(C)nsc1NC	5	7	-4	-17	15	5	19	8	-1.1
34	O=c1[nH]c(=O)n(CCCc2ccccc2)cc1-c1ccccc1	-1	4	3	-8	10	6	5	-14	-1.4
35	COc1ccccc1C(=O)N=C1NC(=O)CC2C(=O)NCCN12 (centres undefined)	-2	1	14	6	2	5	4	-8	-1.3
36	Cc1cc(C(=O)CCC(=O)N(C)CC(=O)Nc2ccccc2Br)c(C)s1	-3	-1	-4	-1	-1	-1	3	-8	-2.7
37	CN1CCCC(OC(=O)c2ccccc2F)C1 (centres undefined)	0	-8	-11	-11	6	6	11	-6	2.2
38	Cc1ccc(C2(C)NC(=O)N(CC(=O)N3CCN(S(=O)(=O)c4ccc(Cl)s4)CC3)C2=O)cc1 (centres undefined)	4	0	7	0	6	5	-2	18	-0.2
39	Cc1cccc(C(=O)O/N=C(\N)c2ccc(Cl)cc2)c1	12	-3	6	6	-4	-2	6	0	-0.1
40	CCC(CC)NCc1ccc(OC)cc1OC	6	-3	3	1	-9	11	4	-13	6.5
41	O=C(Nc1ccccc1C(=O)N1CCOCC1)c1cccc(S(=O)(=O)N2CCCC2)c1	16	-2	0	-8	-28	-1	4	14	0.0
42	CCC(C)N=C1CC(C)(C)CC(=O)/C1=C(/O)Cc1ccccc1 (centres undefined)	1	0	-2	11	-5	10	-6	-4	0.9
43	CN(C)c1cccc(C(=O)n2cc(C(=O)c3cc(F)ccc3O)cn2)c1	-3	-2	5	-3	-17	0	-8	8	-2.6
44	COc1ccc(OCc2cc(C(=O)NC3CCOCC3)no2)c2ccccc12	12	-3	0	-6	-12	11	5	-14	0.3
45	CCN1CCN(C(=O)c2ccc(Cl)c(S(=O)(=O)N(C)c3ccccc3)c2)CC1	13	0	20*	5	0	15	-2	-7	0.3
46	C[C@H](CO)N1C[C@H](C)[C@@H](CN(C)Cc2ccc(-c3ccccc3)cc2)Oc2ccc(NC(=O)Cn3cnnn3)cc2C1=O	28	-1	0	2	-6	9	-1	-22	2.8
47	CCN(CC(=O)NC(=O)NCc1ccco1)Cc1nc2ccccc2c(=O)[nH]1	-3	0	-6	6	-21	2	-2	0	0.4
48	COc1cccc(CNC(=O)CCc2nnc3ccc(NCCCN4CCCC4=O)nn23)c1	2	-4	-4	-1	18	1	11	-8	0.6
49	COc1ccc(CNC(=O)C2CCN(S(=O)(=O)N3CCCCC3)CC2)c(OC)c1	-23	-2	0	-2	8	1	-13	-10	-0.9
50	O=C1N(Cc2cccnc2)C[C@@H]2C[C@@H](c3cccc(Oc4ccccc4)c3)N3CCC[C@@]123	-5	-17	-21	2	23	1	13	-19	-1.7
51	CCOC(=O)c1c(C)[nH]c(C(=O)OCC(=O)N2c3ccccc3CC2C)c1C (centres undefined)	3	-2	-6	-4	-2	8	-1	9	0.3
52	COc1ccccc1C(=O)NCC(=O)OCc1ccc(Br)cc1	9	-6	-4	4	34	5	-3	-24	-1.7
53	O=S1(=O)CCO[C@H]2Cc3ccccc3[C@H]2N1Cc1ccc(Cl)cc1	6	1	1	8	0	8	8	9	-0.6
54	O=C(Cc1csc(N2CCOCC2)n1)N/N=C/c1ccccc1C(=O)O	0	4	4	4	11	0	-8	-9	-2.6
55	CCc1nc2c(c(=O)c3ccccc3n2C)c(=O)n1-c1ccc(F)cc1	23	-2	3	0	0	4	5	-9	-1.7
56	Cc1cc(=O)[nH]c(N/N=C/c2c[nH]c3ccccc23)n1	13	-5	7	6	-6	1	-2	6	1.0

Some of the entries so far, with values under each structure.
Order of values: CHO-K1 Ca PAM | M5 ag | CHRM4 PAM | M5 PAM | CRFBP-R2 block | TAAR1 ag | M5 antag | TAAR1 antag | CRFR2-BP ag
55	CCc1nc2c(c(=O)c3ccccc3n2C)c(=O)n1-c1ccc(F)cc1
    23 | -2 | 3 | 0 | 0 | 4 | 5 | -9 | -1.7
53	O=S1(=O)CCO[C@H]2Cc3ccccc3[C@H]2N1Cc1ccc(Cl)cc1
    6 | 1 | 1 | 8 | 0 | 8 | 8 | 9 | -0.6

Additional results.
item	mol	CHO-K1 Ca PAM	M5 ag	CHRM4 PAM	M5 PAM	CRFBP-R2 block	TAAR1 ag	M5 antag	TAAR1 antag	CRFR2-BP ag
57	COc1ccc(NC(=O)Cn2nc(C)c3ccccc3c2=O)cc1	7	0	-4	-1	9	9	9	-14	-1.2
58	Cc1cc(C)c2nc(NNC(=O)c3ccc(S(=O)(=O)N4CC(C)CC(C)C4)cc3)sc2c1 (centres undefined)	18	2	2	-5	-17	0	6	-8	-0.6
59	COc1ccc(NC(=O)CCNS(=O)(=O)c2ccc(Br)s2)cc1	4	2	2	-1	-6	7	0	-9	-0.2
60	COc1ccccc1N1CCN(CC(=O)NC(=O)NCc2ccco2)CC1	21	-1	0	-3	11	0	4	1	-3.5
61	Fc1ccc(-c2cnn3c(-c4ccncc4)ccnc23)cc1	9	1	-3	-6	24	1	8	-23	-0.3
62	CC(C)CN(C(=O)c1ccc(F)cc1F)c1c(N)n(CC(C)C)c(=O)[nH]c1=O	-6	-2	5	2	14	1	-2	-15	-0.8
63	C=CCn1c(C(C)C)nc2ccccc21	5	0	-2	7	-7	0	3	-10	-2.9
64	CC(C)OC(=O)c1cccc2c1C(=O)c1ccccc1-2	-8	-1	-9	2	3	7	-12	18	-0.1
65	CSc1ccc(NC(=O)N2CCN(c3nc4ccccc4s3)CC2)cc1	13	2	0	-8	1	13	10	-10	-1.0
66	CCCS(=O)(=O)NC(=O)C1(C)CCCN(C(=O)c2cncc(Br)c2)C1 (centres undefined)	14	-1	0	1	·	·	-1	·	·
